Screens: PubChem, several laboratories
CAL PDZ FP-1 – blocks peptide binding to human CAL PDZ domain. Q9HD26. purified CAL PDZ, TMR-peptide fluorescence polarization, 1 h. inhibition, % at 20 µM. 0.02% of 330,000 active. AID 504414;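 active = highest replicate inhibition of at least 40%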;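 note: plate controls were DMSO neutral control wells for no effect and unlabeled competitor peptide control wells for full effect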
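Read-out basis: mP drop reported as inhibition | Assay system: Tagged CAL PDZ protein CerCALP, purified | Benchmarks: Unlabelled peptide for full inhibition, DMSO wells as neutral | Schedule: 1 h incubation at room temperature before polarization reading | Buffer or medium: Sodium phosphate/NaCl buffer pH 7.4 with TCEP, IgG, Thesit | Doses: Single point, 20 µM | Measured by: Fluorescence polarization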
SR-BI uptake up – enhances SR-BI lipid uptake from DiI-HDL; CHO ldlA[mSR-BI] cells, DiI-HDL uptake fluorescence, 3 h; 100 = double the neutral-control signal; activation, % at 12.5 µM; 0.096% of 320,000 active; AID 504775;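 active = mean replicate activation of at least 60% and every replicate at or above 60%; inconclusive = mean or all-replicate condition met, but not both; inactive = mean below 60% and not all replicates reaching 60%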;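 note: 0% = median plate neutral-control signal and 100% = twice that signal; values of inactives mirror those of a sister screen read the other way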
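Material – SR-BI-overexpressing, LDLR-lacking CHO cells · Medium – BSA-supplemented, HEPES-buffered Ham's F12, pH 7.4 · Doses – single concentration · Times – compound with DiI-HDL co-incubation, 3 h at 37 °C · Measured by – bottom-read fluorescence, 550/595 nm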
SR-BI DiI inh – mouse SR-BI HDL lipid transfer inhibition; Q61009; ldlA[mSR-BI] CHO cells, DiI-HDL uptake fluorescence, 3 h; inhibition, % at 12.5 µM; 0.96% of 320,000 active; AID 488896;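 active = mean replicate inhibition of at least 70% and a set share of replicates each scoring 70 or more; inconclusive = meets just one of the two criteria; inactive = fails both criteria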;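 note: 0% = median of neutral control wells and 100% = median of positive control wells; values of inactives mirror those of a sister screen read the other way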
Target sequence (Q61009 whole entry, looked up): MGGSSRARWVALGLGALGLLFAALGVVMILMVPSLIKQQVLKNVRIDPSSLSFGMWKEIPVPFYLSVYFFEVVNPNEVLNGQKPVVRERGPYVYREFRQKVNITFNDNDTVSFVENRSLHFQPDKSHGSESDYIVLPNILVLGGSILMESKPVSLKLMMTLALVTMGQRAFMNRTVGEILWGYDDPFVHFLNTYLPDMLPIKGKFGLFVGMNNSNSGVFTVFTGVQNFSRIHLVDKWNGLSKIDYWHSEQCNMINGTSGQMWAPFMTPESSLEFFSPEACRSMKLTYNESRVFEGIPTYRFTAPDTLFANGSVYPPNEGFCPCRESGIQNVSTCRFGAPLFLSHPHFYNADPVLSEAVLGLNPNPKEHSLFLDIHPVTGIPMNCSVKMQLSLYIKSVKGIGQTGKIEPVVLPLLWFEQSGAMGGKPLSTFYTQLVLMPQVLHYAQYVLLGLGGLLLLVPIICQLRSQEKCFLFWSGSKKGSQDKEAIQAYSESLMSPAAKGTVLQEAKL
Ecoli viability – reduces bacterial viability in AddAB counter-screen | E. coli V3065 growth, OD600 absorbance, 18 h | inhibition, % at 11.9 µM | 0.27% of 330,000 active | AID 449728;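 active = inhibition above the campaign's mean inhibition across all tested compounds plus 3 SD, cut at about 9.9% in these data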;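 note: uninfected addAB+ strain grown without phage in ampicillin broth; 0% = DMSO wells and 100% = ciprofloxacin 0.95 µg/ml wells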
CAL PDZ FP-2 – CAL PDZ (human) peptide binding inhibition; Q9HD26; purified CAL PDZ, TMR-peptide fluorescence polarization, 1 h; inhibition, % at 24.9 µM; 0.92% of 300,000 active; AID 602252;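 active = mean inhibition of at least 30% with at least half of replicates also reaching 30%; inconclusive = no clear call, values can overlap the other calls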;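 note: 0% = DMSO neutral control and 100% = excess unlabeled competitor peptide PRC23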
Tat export inh – inhibitors of E. coli Tat protein transport | E. coli MC4100 TorA-mCherry Tat export, fluorescence | inhibition, % at 10 µM | 0.036% of 340,000 active | AID 488895;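 active = mean replicate inhibition at least 50% and at least half of replicates individually reaching 50%; inconclusive = only one of the two criteria met; inactive = neither criterion met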;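 note: exported cargo escapes ClpAP degradation while cytoplasmic cargo is degraded and loses fluorescence; 0% = median of neutral control wells and 100% = median of NaSCN control wells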
phage Ecoli inh – E. coli growth loss with phage present. growth absorbance. AID 651602. inhibition, % at 11.9 µM. 0.26% of 360,000 active; in the data active = inhibition above about 11%
AddAB inh – less growth of phage-infected E. coli with AddAB. E. coli expressing H. pylori AddAB, absorbance growth. inhibition, % at 11.9 µM. 0.29% of 330,000 active; in the data active = inhibition above about 12%;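 note: 0% = vehicle wells of infected cells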
MITF act – activators of MITF-driven TRPM1 promoter activity in SK-MEL-5 cells; SK-MEL-5 TRPM1-promoter luciferase, 24 h; % of positive control, neutral wells = 0; activation, % at 12.5 µM; 0.75% of 300,000 active;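 active = mean activation of at least 80% with every replicate also reaching 80%; inconclusive = mean reaches 80% but some replicate falls short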;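 note: 0% = neutral control wells and 100% = parthenolide positive control wells; values of inactives mirror those of a sister screen read the other way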
Wnt act – activators of Wnt/beta-catenin signaling | Wnt/beta-catenin reporter cell assay, activator, plate reader | activation, % at 9.35 µM | 1.2% of 300,000 active | AID 743398; in the data active = activation above about 30%, passing the limit was not always enough; inconclusive = no clear call, values can overlap the other calls;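 note: 0% = neutral control wells and 100% = positive control wells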
The depositor's hits bear a star; ? = inconclusive; . = no result given. An unsorted share of the library; overall some 3.6% were active at least once.

Second line of a record – CAL PDZ FP-1	SR-BI uptake up	SR-BI DiI inh	Ecoli viability	CAL PDZ FP-2	Tat export inh	phage Ecoli inh	AddAB inh	MITF act	Wnt act
> CCOC(=O)c1ccc2c(c1)n(CCO)c(C)[n+]2CC
  -1.4	.	.	-0.2	1	8	1.1	2.5	-9	-5
> Cc1cccc(NC(=O)CCc2nnc3ccc(N4CCC(C)CC4)nn23)n1
  -0.9	-5	5	0.2	.	-5	.	2.4	8	.
> Nc1cc([N+](=O)[O-])ccc1O
  -0.5	17	-17	0.1	-2	-8	0.7	1.4	-2	-2
> COC(=O)c1nn(-c2ccccc2)ccc1=O
  -0.4	20	-20	0.4	-2	-8	1.0	3.6	-8	.
> COc1ccc(CCNC(=O)CSc2cccc3cccnc23)cc1OC
  -0.9	9	-9	0.1	2	-7	2.2	-0.3	4	-1
> CCOC(=O)c1c(NC(=O)C(=O)N/N=C/c2ccccc2O)sc2c1CCCCC2
  -1.9	-127	127*	-0.4	0	-2	0.7	1.8	-60	0
> Cn1c(=O)c(-c2cc(=O)[nH][nH]2)c(O)c2ccccc21
  0.1	9	-9	0.3	2	1	3.2	1.0	-8	0
> Cc1cccn2cc(CCNC(=O)c3ccco3)nc12
  -1.1	-1	1	3.4	-4	-10	3.2	0.5	.	1
> Cc1ccc2c(c1)/C(=C/c1ccccc1C)C(=O)N2
  -0.6	0	0	-0.2	-5	-9	0.4	4.5	11	0
> CC1CCCN(CCCNC(=O)c2ccc(CS(=O)(=O)Cc3cccc(Cl)c3)o2)C1 (centres undefined)
  -1.9	6	-6	1.4	14	1	-3.0	4.2	5	1
> N#Cc1ccc(CN(c2ccncc2)S(=O)(=O)c2ccccc2)cc1
  -0.4	17	-17	-0.2	2	-2	0.8	1.7	1	0
> COC(=O)Nc1cc(C(F)(F)F)ccc1N1CCN(c2ccccc2)CC1
  -0.8	-18	18	-2.2	-2	-2	2.3	1.1	-7	-6
> O=C(CN1C(=O)NC2(CCCC2)C1=O)Nc1cc(Cl)ccc1N1CCCC1
  -1.2	-10	10	2.2	-3	-4	1.8	2.3	-9	2
> Cc1ccc(Nc2nc(C(=O)N3CCC(C(=O)NCc4ccccc4)CC3)cs2)cc1
  -1.5	.	.	-2.6	0	4	0.5	0.1	15	3
> CCN(CC)CCOC(=O)C1(c2ccc(OC)c(OC)c2)CCCC1
  -0.8	29	-29	-0.9	.	3	.	1.3	6	-2
> O=C(NCCc1c[nH]c2ccccc12)N[C@@H](Cc1ccccc1)C(=O)O
  -2.0	.	.	-0.3	-3	-1	1.8	0.1	0	-1
> COc1cccc(-n2nnc(S(=O)(=O)c3ccc(C)cc3)c2N)c1
  -2.7	.	.	0.3	-2	-6	0.4	0.5	-5	-1
> C=C(C)CCOC(=O)C(CC(=O)O)NCc1ccco1 (centres undefined)
  3.5	.	.	0.0	49*	2	3.1	0.3	0	0
> Cc1cccn2c(CNC3CCCc4ccccc43)c(C(=O)N3CCOCC3)nc12 (centres undefined)
  1.8	.	.	-0.7	1	6	-0.8	-1.5	-5	4
> CC(=O)Nc1ccc(S(=O)(=O)N2CCN(S(=O)(=O)c3cccs3)CC2)cc1
  -2.3	2	-2	.	11	-2	1.3	.	10	-4
> CCCCOc1ccc(C(=O)NCC(=O)NCc2ccncc2)cc1
  -0.3	-1	1	-0.7	-2	-1	2.7	1.5	-6	8
> CC(NC(=O)c1cc2c(=O)n3ccccc3nc2n(CC2CCCO2)c1=N)c1ccccc1 (centres undefined)
  -4.0	2	-2	1.1	-2	3	0.3	2.6	7	4
> COc1cc2c(cc1OC)C1(C)N(CC2)C(C(C)=O)=NN1c1ccc(Cl)cc1 (centres undefined)
  .	.	.	1.2	.	.	-1.7	-0.3	.	-1
> COc1cc([N+](=O)[O-])ccc1NC(=S)NC(=O)CC(C)(C)C
  -4.6	-12	12	3.0	-4	-4	2.1	4.7	31	-1
> C=CCN1c2ccccc2[C@]23C[C@@H](C(=O)OC)N=C2NC(C(=O)OC)=C(C(=O)OC)[C@H]13
  -1.6	23	-23	1.0	-1	-8	2.2	3.9	2	2
> O=C(NC(=S)Nc1ccc(N2CCOCC2)c(Cl)c1)c1cccs1
  0.0	-14	14	1.2	-4	5	7.9	-2.2	12	2
> O=C(NCCC1=CCCCC1)c1ccc(=O)oc1
  0.9	14	-14	-0.2	0	8	3.5	0.6	.	-4
> CC(=O)NC(CC(=O)NNC(=O)C(C)Oc1ccccc1F)c1ccccc1 (centres undefined)
  -0.5	16	-16	3.5	0	-5	2.4	1.2	1	4
> O=C(OCCN1C(=O)c2ccccc2C1=O)c1cc(S(=O)(=O)N2CCOCC2)ccc1Cl
  -0.8	-36	36	-3.0	-3	-1	4.0	1.9	-2	-4
> CCc1ccc(-c2nc(SCC(=O)c3c(N)n(C4CC4)c(=O)[nH]c3=O)n[nH]2)cc1
  -0.3	15	-15	-1.4	-1	-2	0.6	1.4	23	-1
> O=C(COC(=O)CN1C(=O)c2ccccc2C1=O)NC1CCCCC1
  -0.4	13	-13	0.9	-2	-5	0.7	1.3	1	1
> CC(=O)c1c(C(C)=O)c(C)n(-c2nc(-c3cccs3)c(C)s2)c1C
  2.0	-66	66	-0.6	-10	7	3.7	-2.8	-20	.
> COc1ccccc1N(C)S(=O)(=O)c1ccc(C)c(C(=O)Nc2nccs2)c1
  -0.7	9	-9	-1.2	-1	4	1.4	-1.2	-6	-2
> COC(=O)Cn1c(C)nc([N+](=O)[O-])c1Br
  0.2	6	-6	-0.2	-8	6	-0.6	1.4	-6	-2
> CCN(c1ccccc1)S(=O)(=O)c1cc(C(=O)Nc2cccc(Cl)c2)ccc1F
  -0.6	-23	23	1.2	-6	7	3.2	1.3	-7	-5
> CCCCCC/C=C/c1ccc(OC)c([C@H]2[C@H]3C=CC[C@@H](C)[C@@H]3C(=O)N2Cc2ccccc2)c1
  2.1	12	-12	0.0	-1	9	2.7	0.8	-3	-1
> COc1ccccc1CCC(=O)N1CCC(n2nccc2NC(=O)CC(C)C)CC1
  -2.6	-29	29	-1.0	-5	2	1.3	1.6	2	4
> COc1cc2nc(C3CCC3)n(NC(=O)C3CCC(OC)CC3)c(=O)c2cc1OC (centres undefined)
  -0.2	-28	28	-0.2	-1	-6	2.1	1.6	-9	.
> CCN1CCN(CCCNC(=O)C2c3ccccc3C(=O)N(C)C2c2ccc(OC)cc2)CC1 (centres undefined)
  -0.1	9	-9	2.0	-2	-3	2.3	3.8	.	-6
> COc1ccc(CN2CCn3nc(C(=O)NC4CC4)cc3C2=O)cc1
  -2.6	31	-31	2.9	-2	-3	1.2	2.5	6	0
> O=C(Nc1ccnn1C1CCN(Cc2ccc(OC(F)F)cc2)CC1)C1CCCC1
  -1.0	-7	7	-0.4	-2	12	1.9	-1.1	-1	2
> CC(c1ccccc1)c1nnc(NC(=O)Nc2ccccc2F)s1 (centres undefined)
  -1.3	-5	5	.	-2	-2	-0.6	.	?	0
> COCCCN1CN=C(NS(=O)(=O)c2ccc(C)cc2)NC1
  -1.6	.	.	0.8	-1	1	-0.2	1.1	-5	0
> COc1ccc(/C=C/C(=O)OCC(=O)N2CCc3ccccc32)cc1
  -0.3	0	0	-1.4	-3	-4	-0.1	-0.1	-2	-4
> Cc1ccc(CNC(=O)C(=O)NCCC2=CCCCC2)cc1
  -3.0	8	-8	0.2	-3	-5	2.3	5.1	4	-3
> CCOC(=O)c1cnn2cc(-c3[nH]ncc3[N+](=O)[O-])cnc12
  -2.0	.	.	4.8	-1	1	1.9	1.7	6	14
> CCOC(=O)c1c(S(=O)(=O)N(C)Cc2ccco2)c(C)n(C)c1C
  -2.0	9	-9	0.2	1	-6	-0.4	3.2	10	2
> COc1ccccc1NC(=S)NNC(=O)c1nn(C)c(C)c1Br
  0.5	-10	10	-0.4	2	1	-1.6	0.8	6	6
> CC(=O)Nc1cc2c(cc1[N+](=O)[O-])-c1ccccc1C2O (centres undefined)
  -1.4	-17	17	.	0	0	.	.	-13	.
> Cc1ccccc1OCCNC(=O)/C=C/c1ccccc1
  -0.4	-9	9	1.4	-1	3	3.8	0.6	18	-4
> O=C(NCCc1ccc(Cl)cc1)c1cc(=O)[nH]c2ccccc12
  -2.6	-13	13	1.4	0	2	4.2	4.1	4	0
> Cc1ccccc1NC(=O)C(C)n1c2ccccc2c2nc(=O)cc(C)n21 (centres undefined)
  0.0	.	.	1.1	7	0	-2.3	0.2	0	1
> O=C(COC(=O)/C=C/c1ccc(Cl)c(Cl)c1)NC1CCCC1
  -0.4	10	-10	0.3	-7	-9	3.2	-0.4	4	0
> O=C(COc1c(Br)cc(Br)c2cccnc12)N1CCCCC1
  -0.2	-33	33	-6.0	-2	-11	-4.9	-4.2	-14	1
> Cc1nc(C(F)(F)F)c(C(=O)NC(=O)Nc2ccc(OC(F)(F)F)cc2)s1
  -0.6	12	-12	0.7	0	7	4.6	6.5	.	.
> CCCN(CC1CC1)C(=S)Nc1ccc(Oc2ccccc2)cc1
  -0.9	-16	16	1.4	-2	7	8.4	3.0	-10	.
> Cc1cc(C)c(C#N)c(Nc2ccc(F)cc2)n1
  -0.6	-10	10	-0.6	.	-1	-1.1	3.3	-14	-1
> C=CCn1c(SCc2csc(C)n2)nc2sc3c(c2c1=O)CCCC3
  -2.7	12	-12	-1.5	-1	4	1.2	-1.1	4	.
> O=C1C=CC(=O)N1
  -0.9	-2	2	1.7	1	0	10	4.3	-2	-2
> CC(=O)Nc1cc2ccc(OC(C)=O)cc2oc1=O
  -0.2	8	-8	-0.5	.	6	1.7	5.4	.	-2

Remaining list, next part:
Second line of a record – CAL PDZ FP-1	SR-BI uptake up	SR-BI DiI inh	Ecoli viability	CAL PDZ FP-2	Tat export inh	phage Ecoli inh	AddAB inh	MITF act	Wnt act
> O=C(Nc1ccc(-c2nc3c(ccc4ccccc43)o2)cc1)c1ccco1
  -1.7	-74	?	-2.1	.	5	1.9	-0.3	34	10
> Cc1cc(S(=O)(=O)Nc2ccc(C(=O)N3CC(C)OC(C)C3)cc2)ccc1F (centres undefined)
  -1.3	4	-4	0.8	6	15	6.4	1.8	5	1
> CCC1S/C(=N/C(=O)NC2CCCCC2)NC1=O (centres undefined)
  -3.0	20	-20	0.0	-4	-3	2.2	-1.7	.	13
> CCOC(=O)N1CCN(C(=O)/C(=C/c2ccc(N(C)C)cc2)NC(=O)c2ccccc2)CC1
  -0.8	-3	3	2.8	-1	13	3.7	2.2	-5	-4
